Compound activity from PubChem.
esBAF inh: Bmi1 luciferase reporter increase in mESCs, primary screen, esBAF inhibitor project, mouse ES cells, Bmi1 luciferase knock-in, single point. 24 h; 100% = twice the neutral-well signal. reporter increase, % at 12.5 µM. actives 2% (n = 350,000). AID 602393, 2012; in the data active = activation above about 40%; inconclusive = no clear call, values can overlap the other calls;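 note: 0% = median of the plate's neutral control wells and 100% = double that signal; a rise in the Bmi1 reporter signal indicates esBAF inhibition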
E-selectin induc: E-selectin induction in HUVECs, primary screen, imaging, HUVEC, immunofluorescence imaging, single point. normalized: neutral wells 0, TNF-alpha wells 100. activation, % at 7.58 µM. actives 0.37% (n = 260,000);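 active = mean E-selectin-positive cell signal at least 10% of the positive control, reached in at least 60% of replicates, without over 20% cell loss; inconclusive = no rule given, readout overlaps actives, possibly toxicity-flagged; inactive = the rest, including those meeting only one limit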;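 note: in these data hits start at about 27%; measured in HUVEC primary endothelial cells; signal is the percent of cells scored E-selectin positive by PE staining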
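Read-out: % PE-positive cells | Test system: HUVEC | Doses: One compound dose added by pin transfer | Buffer or medium: EGM-2 over gelatin coat | Signal: Immunofluorescence imaging | Benchmarks: TNF-alpha, DMSO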
RAD52 anneal inh: RAD52 DNA annealing inhibitors, primary screen, biochemical, FRET, single point, set 2; recombinant RAD52 DNA annealing, FRET fluorescence; inhibition, % at 18.7 µM; actives 0.46% (n = 360,000); AID 651710, 2012; DNA repair protein RAD52 homolog (Homo sapiens), P43351;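 active = every replicate showing at least 50% inhibition; inconclusive = mean inhibition at least 50% but not in every replicate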
Target sequence (P43351 whole entry, looked up): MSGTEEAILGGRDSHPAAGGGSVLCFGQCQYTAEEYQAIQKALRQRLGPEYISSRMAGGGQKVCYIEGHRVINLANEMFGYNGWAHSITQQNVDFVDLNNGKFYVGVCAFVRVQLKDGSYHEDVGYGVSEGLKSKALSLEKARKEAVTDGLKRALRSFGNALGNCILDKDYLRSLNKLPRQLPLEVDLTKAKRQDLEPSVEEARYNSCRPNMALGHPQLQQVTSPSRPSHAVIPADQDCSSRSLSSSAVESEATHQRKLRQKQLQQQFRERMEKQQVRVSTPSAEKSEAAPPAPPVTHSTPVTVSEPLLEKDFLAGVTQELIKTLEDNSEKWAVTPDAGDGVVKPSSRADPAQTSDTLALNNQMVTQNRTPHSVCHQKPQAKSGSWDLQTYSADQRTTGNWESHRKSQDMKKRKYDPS
ARNT TACC3 PPI: disruptors of ARNT/TACC3 protein interaction, primary screen, biochemical, AlphaScreen, single concentration | AlphaScreen His-ARNT PAS-B/GST-TACC3 binding, luminescence; TACC3 fragment carries E629A point mutation | inhibition, % at 9.99 µM | actives 0.66% (n = 390,000) | Transforming acidic coiled-coil-containing protein 3 (Homo sapiens), Q9Y6A5;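 active = mean inhibition of replicates at least 50% and at least half of replicates each reaching 50%; inconclusive = half or more replicates reach 50% but mean below 50%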;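 note: 0% = complete ARNT plus TACC3 wells and 100% = ARNT alone without TACC3; many hits fall short of the cut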
CASP6 VEID inh: human caspase-6 inhibitors, primary screen, biochemical, VEID-R110 fluorescence, single point, set 2; purified caspase-6, Z-VEID-R110 cleavage fluorescence; actives 0.53% (n = 350,000); inhibition, % at 12.5 µM;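 active = mean inhibition across replicates at least about 35%, with every replicate also reaching that limit, limit read from the data; inconclusive = only one of the two criteria met; inactive = neither criterion met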;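 note: 0% = median of neutral control wells and 100% = no fluorescence left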
ERp5 block: inhibitors of ERp5-driven insulin aggregation, primary screen, biochemical, turbidity, absorbance 650 nm, single point; 90 min; AID 651711, 2012; Protein disulfide-isomerase A6 (Homo sapiens), Q15084; actives 0.05% (n = 350,000); inhibition, % at 9.99 µM;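 active = mean replicate inhibition above about 25%, with every replicate also reaching it, limit read from the data, passing the limit was not always enough; inconclusive = only one of those two criteria met; inactive = neither criterion met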
Target sequence (Q15084 whole entry, looked up): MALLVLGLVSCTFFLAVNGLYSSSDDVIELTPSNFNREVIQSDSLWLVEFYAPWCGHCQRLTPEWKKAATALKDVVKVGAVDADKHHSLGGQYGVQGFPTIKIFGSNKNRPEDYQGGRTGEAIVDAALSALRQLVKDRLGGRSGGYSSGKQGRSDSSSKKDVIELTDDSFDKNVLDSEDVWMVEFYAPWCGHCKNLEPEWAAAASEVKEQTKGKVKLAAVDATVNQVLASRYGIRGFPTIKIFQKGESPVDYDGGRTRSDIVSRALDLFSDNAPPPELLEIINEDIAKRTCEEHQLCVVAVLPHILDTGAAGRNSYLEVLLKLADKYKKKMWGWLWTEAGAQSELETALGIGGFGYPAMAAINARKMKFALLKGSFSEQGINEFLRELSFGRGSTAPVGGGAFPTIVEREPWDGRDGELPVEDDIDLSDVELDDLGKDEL
RAD54 branch: inhibitors of human RAD54 branch migration, primary screen, biochemical, fluorescence, single point; RAD54 Holliday junction branch migration, FAM/BHQ fluorescence; inhibition, % at 10.4 µM; actives 0.14% (n = 360,000); DNA repair and recombination protein RAD54-like (Homo sapiens), Q92698;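 active = mean normalized replicate activity at least 40 and at least half of replicates scoring 40 or more; inconclusive = only one of the two criteria met; inactive = mean below 40 and under half of replicates reaching 40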;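 note: 0% = median of neutral control wells and 100% = median of positive control wells; inhibitors cause a drop in the FAM fluorescence signal; in these data hits start at about 50%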
PglD DTNB: C. jejuni PglD acetyltransferase inhibitors, primary screen, biochemical, DTNB colorimetric, single point | UDP-N-acetylbacillosamine N-acetyltransferase PglD (Campylobacter jejuni) | purified PglD enzyme, DTNB colorimetric CoA detection | inhibition, % at 12.5 µM | actives 0.098% (n = 360,000) | AID 602405, 2012; in the data active = inhibition above about 16%, passing the limit was not always enough; inconclusive = no clear call, values can overlap the other calls; note: strong numbers were not always called active
* marks the source's active call; other numbers are inactive results; ? = inconclusive; nt = not tested or not shown; & = joins results of further samples.

SMILES | esBAF inh | E-selectin induc | RAD52 anneal inh | ARNT TACC3 PPI | CASP6 VEID inh | ERp5 block | RAD54 branch | PglD DTNB
CCC(C)NC(=O)c1cn(CC)c2cc(N3CCN(C)CC3)c(F)cc2c1=O (stereo unspecified) | nt | -0.2 | -10.8 | nt | 1.1 | 2.9 | 2.6 | -3.3
COc1ccccc1N1CCN(c2cc(=O)n(-c3ccc(Br)cc3)c(=O)[nH]2)CC1 | -5.9 | nt | nt | -3.5 | nt | nt | 5.5 | 3.1
CCOC(=O)C1CCCN(CCC(=O)Nc2cccc(Cl)c2C)C1 (stereo unspecified) | -4.4 | 0.0 | -3.8 | -0.8 | -5.2 | -0.3 | 0.4 | 1.9
O=C(NC1CC1)C1=C[C@@H](C2CC2)C[C@@H](OCCCCO)O1 | -10.8 | 0.0 | 12.4 | 6.7&-1.0 | -2.8 | -0.2 | -0.3&-4.6 | -1.5&-2.3
CN1C(=O)c2cc(NC(=O)c3ccc(Cl)cc3)ccc2OC[C@H]2O[C@@H](CC(=O)NCc3cccc(F)c3)CC[C@@H]21 | -0.9 | 0.4 | -8.3 | 12.4 | -1.2 | 6.1 | -3.6 | -1.4
COc1ccc(/C=C(/NC(=O)c2cccs2)C(=O)Nc2ccc(C)cc2)cc1OC | nt | -0.4 | -4.9 | -1.9 | -0.6 | -6.6 | nt | nt
CC(=O)c1c(C)[nH]c(C(=O)OCCCCN2C(=O)c3ccccc3C2=O)c1C | -19.4 | nt | nt | 0.3 | nt | nt | 4.2 | 2.7
COc1cc(C(=O)N2CCC(N3CCN(C)CC3)CC2)ccc1Nc1ncc2c(n1)N(C)c1ccccc1C(=O)N2C | nt | -0.2 | 76.7* | nt | -6.1 | -11.7 | nt | nt
CC(C)(C)N=Cc1c(O)ccc2oc3c(c12)CCCC3 | 2.0 | 0.4 | -10.1 | -0.7 | 7.5 | -0.9 | -10.4 | 1.6
CCCNC(=O)c1cccc(S(=O)(=O)N2CC3(C)CC2CC(C)(C)C3)c1 (stereo unspecified) | -4.5 | 3.0 | -7.3 | -18.6 | -1.6 | -4.9 | 3.1 | -1.3
CN(C)CCCn1c(N)c(C#N)c2nc(C#N)c(C#N)nc21 | -3.9 | nt | nt | 19.5 | nt | nt | -15.8 | 4.4
COc1cc(Cl)c(C)cc1NCC(=O)Nc1cccc(S(=O)(=O)N2CCCC2)c1 | 0.5 | -0.4 | -9.5 | 8.5 | 1.5 | 7.1 | -6.2 | -3.9
c1ccc(-c2nc3ccccc3[nH]2)nc1 | 18.6 | -0.1 | -14.8 | 58.8* | 2.1 | 0.4 | 11.5 | -2.6
CCc1ccc(C2CC(c3cccc(Cl)c3)n3nc(N)nc3N2)cc1 (stereo unspecified) | 7.6 | nt | 0.2 | -35.1 | -1.9 | -0.4 | 2.8 | 2.5
CC(=O)c1cccc(S(=O)(=O)Nc2ccccc2N2CCOCC2)c1 | 6.1 | -0.5 | -7.8 | -3.8 | 0.5 | -8.7 | 1.5 | -4.8
C[C@@H]1CN([C@@H](C)CO)C(=O)Cc2cc(NC(=O)Nc3cccc4ccccc34)ccc2O[C@@H]1CN(C)S(C)(=O)=O | -5.5&-7.5 | -5.1&0.2 | 21.7&-27.1 | 14.9&-0.9 | -1.5&-6.2 | -0.1&7.1 | 0.4&-19.7 | -0.4&1.9
COc1ccc(NC(=O)/C(=C\c2cccs2)NC(=O)c2ccco2)cc1 | -1.7 | 0.7 | 3.5 | 5.1 | -1.6 | 3.5 | 7.4 | 3.4
O=C(NCc1n[nH]c(=S)n1-c1ccc(Cl)c(Cl)c1)c1cccs1 | 2.8 | -0.1 | -9.4 | -5.7 | 4.4 | -9.1 | -14.5 | -3.0
O=C(CSc1nnc(CNC(=O)c2cccs2)o1)Nc1cccc(Cl)c1 | 3.2 | nt | -7.7 | -4.0 | 17.2 | 3.4 | 3.7 | 5.4
C[C@@H]1CN([C@@H](C)CO)C(=O)c2cc(NS(=O)(=O)c3cccs3)ccc2O[C@@H]1CN(C)CC1CC1 | 2.5 | 0.0 | 12.4 | -2.2 | -12.1 | -0.1 | 3.8 | 2.0
O=C1NC(=O)C2(Br)Nc3ccc(Br)cc3C(=O)C2N1 (stereo unspecified) | 0.6 | -0.1 | -1.5 | 12.5 | 2.3 | 0.3 | 6.2 | 4.2
CC1SC(C)C(=O)N(CC(=O)Nc2ccc([N+](=O)[O-])cc2)C1=O (stereo unspecified) | nt | nt | -10.8 | 10.3 | 0.7 | 6.6 | nt | nt
Cc1onc(-c2ccccc2)c1C(=O)OCC(=O)Nc1cccc(Cl)c1 | -9.7 | nt | -7.6 | -0.9 | 3.2 | 0.3 | 6.0 | 3.2
O=C1NC[C@H](CCCCN2C[C@H](Cc3ccc(O)cc3)N(CCc3ccccc3)C(=O)C2=O)N(Cc2ccccc2)C1=O | nt | 0.9 | -3.0 | nt | 6.0 | -3.1 | nt | nt
COc1cccc(-n2ccnc2SCC(=O)Nc2ccccc2)c1 | -1.2 | nt | nt | -1.2 | nt | nt | -0.5 | 5.5
Oc1ccc(Cl)cc1CNc1nccs1 | -1.2 | nt | -4.3 | -4.3 | 1.6 | 23.0 | -5.9 | 6.5
COC(=O)c1ccc(NC(=O)c2ccc(NC(=O)c3ccco3)cc2)cc1 | 9.1 | -0.7 | 0.4 | -7.0 | 1.4 | -1.7 | 2.7 | -5.4
CCOC(=O)C1CCCN(C(=O)Cc2c(F)cccc2Cl)C1 (stereo unspecified) | -6.4 | nt | 2.8 | -1.8 | 2.5 | -1.5 | -1.7 | -5.4
COc1ccc(S(=O)(=O)N/N=C\c2ccc(OC)c(COc3ccc(C)cc3[N+](=O)[O-])c2)cc1 | -3.7 | nt | nt | 7.7 | nt | nt | -13.0 | -3.8
Cc1ccc(OCCN2CCC2(C)C(=O)NCc2ccc(C(F)(F)F)cc2)cc1 (stereo unspecified) | 0.0 | -0.3 | -2.1 | nt | 4.6 | -4.7 | -1.9 | -4.1
O=C(O)C1(S(=O)(=O)c2ccc(Cl)cc2)CCC1 | -0.3 | nt | -8.4 | nt | -0.5 | 0.3 | -6.3 | -1.3
C[C@@H]1CCCCO[C@@H](CN(C)C(=O)c2ccccc2)[C@@H](C)CN([C@@H](C)CO)C(=O)c2cc(NS(=O)(=O)c3ccccc3)ccc2O1 | 12.6 | nt | 5.2 | -4.3 | -1.3 | 2.9 | -0.7 | 1.8
O=c1ccc(-c2ccc(S(=O)(=O)Nc3cccc(F)c3)o2)n[nH]1 | -4.4 | nt | -13.6 | -16.0 | 5.1 | 2.9 | 10.8 | 2.8
COc1ccc(N(CC(=O)Nc2ccccc2C)S(=O)(=O)c2ccccc2[N+](=O)[O-])c(OC)c1 | nt | nt | -7.6 | -0.9 | -1.1 | -8.1 | nt | nt
Cc1ccc(NC(=O)CNC(=O)c2cccc(Cl)c2)nc1 | 21.3 | 5.7 | -6.5 | -3.2 | 1.3 | -0.1 | nt | nt
Cc1cc(C)nc(NS(=O)(=O)c2ccc(NC(=O)C(C)Oc3ccccc3F)cc2)n1 (stereo unspecified) | -5.7 | -10.1 | -8.8 | 14.8 | -0.7 | 3.4 | -11.5 | -3.6
COc1ccccc1CNC(=O)CN1CCN(S(=O)(=O)c2cccs2)CC1 | 1.9 | -0.1 | -11.7 | -0.2 | -1.1 | 0.0 | -1.4 | 7.7
Cc1cccc(S(=O)(=O)N(C)C[C@H]2OCc3cnnn3CCCC(=O)N([C@H](C)CO)C[C@H]2C)c1 | 2.6&-0.4&-0.3 | -0.2&0.2 | 2.3&11.0&-7.6 | -21.7&-0.6 | -1.1&-0.1&1.9 | -0.9&1.7&6.9 | -10.1&1.7&-2.5 | -2.7&-2.1&0.3
CC(C)(C)NC(=O)C(c1ccncc1)N(C(=O)c1csnn1)c1ccccc1 (stereo unspecified) | 5.2 | nt | -1.8 | 7.0 | 2.5 | 2.0 | -8.1 | -2.3
COc1ccc(S(=O)(=O)N[C@H]2CC[C@@H](CCNC(=O)CN3CCOCC3)O[C@@H]2CO)cc1 | 0.5 | 0.3 | -13.1 | -18.8 | -0.7 | 2.3 | 5.3 | 3.7
Cc1ccc(CN2CCCCC2C(=O)Nc2ccc(Oc3cccnc3)cc2)o1 (stereo unspecified) | -10.2 | 3.1 | -61.3 | 6.3 | 0.5 | -8.2 | -7.4 | -1.4
O=C(c1cc(-c2ccc(Cl)s2)nc2ccccc12)N1CCOCC1 | nt | -0.1 | -9.6 | -2.8 | -7.5 | 7.5 | nt | nt
Cc1cccc(N(C(=O)c2csnn2)C(C(=O)NCc2ccccc2)c2ccncc2)c1 (stereo unspecified) | -4.6 | -0.1 | -13.5 | 17.7 | -1.9 | 3.1 | 0.7 | 2.7
O=P(O)(CCc1ccccc1)CN1CCCCC1 | -8.7 | nt | nt | -2.2 | nt | nt | 1.5 | 0.1
COc1ccc(S(=O)(=O)N2CCOCC2)cc1NC(=O)CSc1nnc2n1CCCCC2 | -3.7 | nt | -10.2 | 0.4 | -2.2 | -5.6 | -5.4 | 2.5
C[C@@H]1CCCCO[C@H](CN(C)S(=O)(=O)c2cccs2)[C@@H](C)CN([C@H](C)CO)C(=O)c2cc(NS(=O)(=O)c3ccc(Cl)cc3)ccc2O1 | -2.7 | nt | -13.4 | 6.6 | -0.9 | -1.1 | -0.3 | 1.9
Cc1ccc(NS(=O)(=O)c2cccc(C(=O)NC3CC3)c2)c(C)c1 | -0.3 | nt | -1.7 | -0.8 | -2.9 | 1.3 | 1.1 | 3.8
CC(C)N(Cc1nccn1C)C(=O)c1cc(COc2cccc(C(F)(F)F)c2)on1 | -5.8 | nt | 0.8 | -19.7 | 2.1 | -5.5 | 7.2 | -2.8
C[C@H](CO)N1C[C@H](C)[C@H](CN(C)C(=O)Nc2ccccc2)OCc2cnnn2CCCC1=O | 2.2&-0.8 | -0.9 | -16.9&-4.6 | 4.9 | -0.6&-3.4 | 5.5&1.7 | 2.7&2.9 | -3.3&0.3
O=C(/C=C/c1ccccc1)OCCN1C(=O)c2ccccc2C1=O | 6.1 | 0.2 | -13.3 | -20.1 | 5.7 | 4.6 | -4.0 | -3.7
Cc1cccc2cc(CN(Cc3cccs3)C3(c4nnnn4C4CCCC4)CCCC3)c(=O)[nH]c12 | 2.0 | nt | nt | 2.1 | nt | nt | -7.0 | -1.1
COc1cccc(CN(C(=O)Cc2c[nH]c3ccccc23)C(C(=O)NC2CCCCC2)c2cccs2)c1 (stereo unspecified) | 3.5 | -1.5 | nt | -7.4 | nt | nt | 2.9 | 1.4
COc1ccc(CN(C)C(=O)c2cc(S(=O)(=O)Nc3ccccc3F)ccc2C)c(OC)c1 | -5.6 | ? | -19.1 | nt | 2.9 | -1.3 | -0.9 | -5.1
